TDP-43 yeast inh: qHTS of TDP-43 Inhibitors | 410,000 tested, 1.8% active | Potency, µM (titrated, usually from 46.1 µM), for the others: at the top dose growth rescue (activation), actives largely listed as activators | TDP-43 expressing yeast growth rescue, BacTiter-Glo, 24 h | AID 652104, 2013; further: potency means the concentration at half of the fitted maximal effect; % of control where 0% means no effect; nearly all actives have a fitted effect of over 50% in size
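Yeast expressing TDP-43 (pregrown in raffinose, seeded at OD600=0.02 in galactose medium) exposed to compounds 24 hr at 30 deg C. Growth read by BacTiter-Glo luminescence; rescue of toxicity appears as increased signal.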
aSyn rescue: qHTS of alpha-syn Inhibitors; Yeast expressing alpha-synuclein, growth rescue, BacTiter-Glo, 24 h; Potency, µM (highest dose often 46.1 µM), for inactives: at the highest dose growth rescue (activation), actives largely listed as activators; 370,000 tested, 0.14% active; further: potency means the concentration at half of the fitted maximal effect; % of control where 0% means no effect; nearly all actives have a fitted effect of over 65% in size
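Rescue of yeast growth: cells expressing toxic alpha-synuclein, induced in galactose at OD600 0.02, incubated with compound 24 h at 30 C. ATP luminescence quantified growth; inhibitors of toxicity appear as activators.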
PTHR1 ag: qHTS for PTHR1 Agonists: Primary Screen | HEK293 GP2 PTHR1 cells, GloSensor cAMP luminescence, 1 h | Potency, µM (series often up to 115 µM), for the others: top-dose activation, usual class: activators | AID 743266, 2014 | Parathyroid hormone/parathyroid hormone-related peptide receptor (Homo sapiens), Q03431 | 410,000 tested, 0.075% active; further: potency means the concentration at half of the fitted maximal effect; nearly all actives have a fitted effect of over 55% in size; some results filed as inactive show a strong effect at the top dose; inactives centre near -15; many of its hits are not listed in these tables
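HEK-293-derived GP2 cells expressing PTHR1 and a GloSensor cAMP reporter, 3,000/well, plated overnight, given luciferin plus IBMX (each 0.5 mM as added) for 1 h at 37 °C, then compound for 1 h at 37 °C. Luminescence was read after 15 min at room temperature.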
DRD3 antagonist: qHTS of D3 Dopamine Receptor Antagonist: qHTS. 360,000 tested, 2.5% active. D(3) dopamine receptor (Homo sapiens), P35462. max response, negative = inhibition, %. AID 652054, 2013. D3R cells, DiscoveRx beta-arrestin luminescence, antagonist mode; active compounds read low; in the data active means max response below about -50%; inconclusive means no clear call, values can overlap the other calls; further: on the % scale 0 is the no-effect control and ±100 the full control effect; mostly tested at two doses, the higher about 12 µM
Target sequence (P35462 whole entry, looked up): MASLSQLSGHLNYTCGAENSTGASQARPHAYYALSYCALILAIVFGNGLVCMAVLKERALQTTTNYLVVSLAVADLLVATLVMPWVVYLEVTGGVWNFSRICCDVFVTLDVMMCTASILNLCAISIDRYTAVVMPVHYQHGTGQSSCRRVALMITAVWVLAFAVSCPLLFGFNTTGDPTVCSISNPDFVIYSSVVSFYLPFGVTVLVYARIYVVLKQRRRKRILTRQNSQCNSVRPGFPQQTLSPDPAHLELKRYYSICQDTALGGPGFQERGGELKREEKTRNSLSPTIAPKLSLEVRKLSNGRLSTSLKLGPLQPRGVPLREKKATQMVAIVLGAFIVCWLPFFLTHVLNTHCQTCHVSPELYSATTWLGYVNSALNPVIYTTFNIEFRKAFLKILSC
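Cells plated overnight at 1500 cells/well, then exposed to library compounds with dopamine controls for 90 minutes at 37 degrees C. DiscoveRx reagent added for 30–60 minutes at room temperature; luminescence read, quantitative HTS format.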
KB-V1 MDR tox: qHTS assay for MDR1-selective chemotherapeutics: Primary screen using the drug-selected MDR subline cells KB-V1; Potency, µM (titrated, usually from 46.1 µM), without a hit: top-dose activity change, negative = cytotoxicity, hits mostly cytotoxic; KB-V1 MDR cells viability, CellTiter-Glo, 72 h; 400,000 tested, 3.4% active; further: potency means the concentration at half of the fitted maximal effect; on the % scale 0 is the no-effect control and ±100 the full control effect; nearly all actives have a fitted effect of over 60% in size
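Cytotoxicity toward P-gp-expressing KB-V1 cells was determined as loss of CellTiter-Glo luminescence after 72 h at 37 degrees C. Compounds were tested in quantitative HTS format across a concentration range, with curves fitted to normalized data.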
GLP1R inv ag: qHTS of GLP-1 Receptor Inverse Agonists (Inhibition Mode); HEK293 GLP-1R CRE-luciferase, luminescence, 24 h; GLP-1R form is constitutively active; Potency, µM (series often up to 38.3 µM), inactives show top-dose activity change, negative = inhibition, actives largely listed as inhibitors; 410,000 tested, 1.6% active; AID 624417, 2012; further: potency means the concentration at half of the fitted maximal effect; on the % scale 0 is the no-effect control and ±100 the full control effect; nearly all actives have a fitted effect of over 55% in size
Target sequence (P43220 whole entry, looked up): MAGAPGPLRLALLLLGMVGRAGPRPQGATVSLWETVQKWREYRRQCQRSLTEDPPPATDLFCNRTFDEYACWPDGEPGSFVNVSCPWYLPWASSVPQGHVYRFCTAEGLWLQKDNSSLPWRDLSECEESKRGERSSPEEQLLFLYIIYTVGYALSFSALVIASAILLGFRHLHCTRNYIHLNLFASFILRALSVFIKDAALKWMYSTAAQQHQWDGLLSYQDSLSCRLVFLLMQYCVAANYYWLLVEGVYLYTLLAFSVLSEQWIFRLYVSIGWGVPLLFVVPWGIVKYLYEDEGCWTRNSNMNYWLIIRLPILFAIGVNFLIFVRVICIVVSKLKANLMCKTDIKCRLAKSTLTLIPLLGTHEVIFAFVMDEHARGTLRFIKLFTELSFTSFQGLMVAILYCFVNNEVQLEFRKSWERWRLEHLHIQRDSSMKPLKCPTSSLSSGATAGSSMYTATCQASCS
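HEK293 cells stably co-expressing a cAMP-responsive luciferase reporter and constitutively active GLP-1R were seeded, incubated 12 h, then exposed to compounds for 24 h at 37 C. Luminescence was read 12 min after detection reagent; inverse agonists lower signal.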
GLP1R ag: qHTS of GLP-1 Receptor Agonists | HEK293 GLP-1R CRE-luciferase, luminescence, 4-6 h; cells express a hypersensitive GLP-1R form | AID 624172, 2012 | Potency, µM (titrated, usually from 45.6 µM), inactives show at the top dose activation, most hits filed as activators | Glucagon-like peptide 1 receptor (Homo sapiens), P43220 | 380,000 tested, 0.007% active; further: potency means the concentration at half of the fitted maximal effect; % of control where 0% means no effect
DRD3 agonist: qHTS of D3 Dopamine Receptor Agonist: qHTS; D(3) dopamine receptor (Homo sapiens), P35462; D3R DiscoveRx beta-arrestin cells, luminescence, 90 min; max activation, %; 410,000 tested, 0.58% active; AID 652048, 2013; in the data active means max activation above about 30%; further: 0% is about no effect; mostly tested at two doses, the higher about 12 µM
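Agonist mode: compounds and dopamine controls were applied to plated cells for 90 min at 37 degrees C after an overnight attachment at 1500 cells/well. Luminescent read-out followed 30 - 60 minutes at room temperature with DiscoveRx detection reagent.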
HEK293 tox: qHTS of GLP-1 Receptor Inverse Agonists: Cytotox Screen; HEK293 cAMP-luciferase reporter cells, luminescence, 24 h; Potency, µM (doses to about 38.3 µM), inactives show at the top dose activity change, negative = inhibition, usual class: inhibitors; 410,000 tested, 0.13% active; AID 624418, 2012;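 further: loss of luciferase light is scored as toxicity; potency means the concentration at half of the fitted maximal effect; on the % scale 0 is the no-effect control and ±100 the full control effect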
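1536-well qHTS counterscreen of the MLSMR; 200 cells/uL, 12 h pre-incubation, 23 nL cpd, 24 h at 37 deg C 5% CO2, luciferase detection reagent, 12 min RT, luminescence. Inhibition = undesired.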
An asterisk follows results filed as active; i = inactive; ? = inconclusive; · = not tested or not shown; [ ] = another dose, or the depositor's remark. Unless noted, the call rests on the fitted dose curve; in most records, active means well fitted curve in the direction sought with a large enough effect; inconclusive means small, poorly fitted or top-dose-only effect, or another doubt; inactive means no such curve, though single readings can be large; an effect the other way counts as inactive or inconclusive. Some of the compounds tested, so the mix of outcomes need not match the whole.

SMILES | TDP-43 yeast inh | aSyn rescue | PTHR1 ag | DRD3 antagonist | KB-V1 MDR tox | GLP1R inv ag | GLP1R ag | DRD3 agonist | HEK293 tox
Cc1cc(C)c(S(=O)(=O)N2CCCCC2)c(C)c1N(C)S(=O)(=O)c1ccc(Cl)cc1 | 1% | 1% | -4% | -11 | ? | ? | 12% | 11 | 23%
CCO[C@@H]1OC(C(=O)N2CCOCC2)=C[C@H](c2ccc(Br)cc2)[C@H]1CCCO | 26% | 4% | i | 9 | ? | ? | 10% | -17 | -2%
CCc1ccccc1N1C(=O)CC(Sc2nccc(C)n2)C1=O (stereo not drawn) | 28% | 10% | i | 3 | 8% | -3% | -5% | -4 | -9%
CN(C)c1ccc(N2C(=O)CC(Sc3ccccc3C(=O)O)C2=O)cc1 (stereo not drawn) | ? | -6% | i | -22 | 5% | 4% | -13% | -7 | -3%
COc1ccc(C(=O)N2CCN=C2c2ccccc2)cc1OC | -13% | -6% | i | -4 | 20% | 45%[activator] | -1% | -2 | -3%
COc1ccc2c(CCNC(=O)/C=C/c3ccc(OC)c(OC)c3)c[nH]c2c1 | 6% | 3% | i | 30 | ? | -20% | 11% | 6 | -27%
COc1ccc(S(=O)(=O)N2CCCC2CNC(=O)C(=O)NCc2ccccn2)cc1 (stereo not drawn) | -19% | -6% | -3% | -3 | -1% | 1% | 2% | -3 | 4%
Cc1ccc(Nc2ccc3cc(S(=O)(=O)N4CCCCC4)ccc3n2)cc1F | 22% | · | i | · | ? | 2.8µM* | · | 3 | -13%
COc1ccc(CN2CCCN(CC(=O)Nc3ccc(Br)cc3F)S2(=O)=O)cc1 | 28% | · | -17% | · | 0% | ? | · | 7 | 8%
C/C=C(\C)C(=O)NCCN1C2=NC[C@H](Cc3ccc(O)cc3)N2C[C@@H]1Cc1ccc(OC)cc1 | -1% | -5% | -13% | -17 | 5% | 2% | 19% | -17 | -16%
COc1ccccc1NC(=O)COC(=O)C12CC3CC(CC(Cl)(C3)C1)C2 | -1%[1.82 µM] | 1% | i | 20 | 13% | ? | 20% | 23 | -8%
COc1ccc(SCC(=O)c2cc(C)c(OC(=S)N(C)C)c(C)c2)cc1 | 0% | 17% | -37%[inhibitor] | -51* | 0% | ? | 0% | 0 | -1%
Cc1ccc(C(=O)Nc2ccccc2C(=O)O)cc1S(=O)(=O)NC1CCCCC1 | 8% | 2% | i | 1 | 5% | 18% | -1% | 9 | -11%
Cc1cc2c(=O)n(Cc3ccco3)c(SCC(=O)NCc3ccco3)nc2s1 | -16% | 5% | i | 13 | 0% | 4% | 4% | 10 | -5%
COc1ccc(-c2cc3c(=O)n(CC(=O)NCCCN4CCC(N5CCCCC5)CC4)nc(C)n3n2)cc1 | -6% | ? | -12% | 5 | 24% | ? | 11% | 4 | -7%

Next section; it opens with the three that closed the last part.
SMILES | TDP-43 yeast inh | aSyn rescue | PTHR1 ag | DRD3 antagonist | KB-V1 MDR tox | GLP1R inv ag | GLP1R ag | DRD3 agonist | HEK293 tox
Cc1ccc(C(=O)Nc2ccccc2C(=O)O)cc1S(=O)(=O)NC1CCCCC1 | 8% | 2% | i | 1 | 5% | 18% | -1% | 9 | -11%
Cc1cc2c(=O)n(Cc3ccco3)c(SCC(=O)NCc3ccco3)nc2s1 | -16% | 5% | i | 13 | 0% | 4% | 4% | 10 | -5%
COc1ccc(-c2cc3c(=O)n(CC(=O)NCCCN4CCC(N5CCCCC5)CC4)nc(C)n3n2)cc1 | -6% | ? | -12% | 5 | 24% | ? | 11% | 4 | -7%
Nc1nc2ccc(Cl)cc2cc1C(=O)NCCc1ccc(O)cc1 | 14% | -1% | -12% | 4 | ? | ? | · | 5 | -12%
CCC[n+]1c(C)sc2c3c(ccc21)CCCC3 | -41%[inhibitor] | 1% | -20% | -25 | -9% | ? | 2% | -3 | -6%
COc1ccc(C2CC(C(F)(F)F)n3nc(C(=O)NCc4cn(C)nc4C)c(Cl)c3N2)cc1 (stereo not drawn) | -9% | 12% | i | -22 | ? | -6% | 6% | -7 | 0%
COc1ccc(/C=C/CN2CCN(Cc3cccc(OC)c3)C(CCO)C2)cc1 (stereo not drawn) | -5% | 0% | i | 1 | -4% | 10% | 0% | -6 | 20%
Cc1cc(C)c(NC(=O)CN2CCCCCC2)c(C)c1 | 5% | -12% | -30% | 2 | 2% | -16% | 20% | 0 | -16%
O=C(O)Cc1ccc2sc(-c3ccccc3)nc2c1 | 3.2µM* | -27% | -12% | 15 | ? | 0% | 0% | -5 | 1%
O=C(CCS(=O)(=O)c1ccc(Cl)cc1)OCC(=O)N1CCCCC1 | 7% | 2% | i | ? | ? | -6% | -8% | 5 | -1%
CC(NC(=O)COc1ccccc1Cl)c1ccccc1 (stereo not drawn) | 22% | 2% | -1% | -17 | 0% | ? | 16% | -13 | 4%
CC1CC1C(=O)OCC(=O)Nc1cc(S(=O)(=O)N2CCCCC2)ccc1Cl (stereo not drawn) | 36% | -2% | -30% | 17 | ? | -23% | 12% | 6 | ?
CCOCCOC(=O)C(C)Sc1n[nH]c(=O)[nH]c1=O (stereo not drawn) | -1% | -7% | -19%[57.5 µM] | 0 | 5% | 0% | -6% | 0 | -22%
CCOC(=O)CNC(=O)C1Cc2ccccc2CN1S(=O)(=O)c1cccs1 (stereo not drawn) | 4% | 10% | i | -10 | -17% | -20% | 4% | -12 | 3%
Cc1cc(OCC(=O)c2ccc(Br)cc2)ccc1N1C(=O)CCC1=O | 12% | 9% | -28%[57.5 µM] | -5 | ? | 0% | -2% | -15 | -4%
CCN(CC)CC(C)(C)COC(=O)c1oc2ccccc2c1C | -8% | 0% | -5% | -16 | -8% | ? | 15% | -27 | -5%
COc1cc(Cl)cc(NC(=O)CCN2CCN(C)CC2)c1 | 2% | 2% | 0%[57.5 µM] | -7 | -16% | -10% | 0% | -1 | 2%
CC1(C)Cc2c(sc(NC(=O)COc3ccc(Cl)cc3)c2C#N)C(C)(C)N1 | -16% | -1% | i | -21 | 0% | 5.6µM* | 17% | -13 | 0%
COc1ccccc1NC(=O)c1cc2cc(Br)ccc2cc1O | ? | -29% | -34%[inhibitor] | 22 | ? | 6.3µM* | -4% | 8 | 17%
COc1ccc(NC(=O)CCC(=O)N2CCC(c3ccccc3)=N2)cc1S(=O)(=O)N1CCCCC1 | 10% | 7% | -23% | 31 | ? | 6% | -3% | -2 | 1%
CCn1c(SCC(=O)N/N=C/c2ccccc2OCC(=O)O)nnc1-c1ccc(C(C)(C)C)cc1 | 0% | 3% | i | 1 | 13% | -18% | 3% | 7 | -7%
COC(=O)[C@@H]1CC(O)CN1C(=O)C12CC3CC(CC(C3)C1)C2 (stereo partly drawn) | 18% | -2% | -21% | 14 | 23% | 6% | -7% | 1 | -25%
COC(=O)c1ccc(CNC(=O)C2CCC(=O)N(CCN3CCOCC3)C2)cc1 (stereo not drawn) | 18% | -2% | i | -10 | ? | 0% | -26% | 1 | -9%
O=C(COC(=O)Cc1c(Cl)cccc1Cl)NCC1CCCO1 (stereo not drawn) | -7% | 0% | -20% | -19 | 0% | 5% | -9% | -10 | 25%
COc1ccc(NS(=O)(=O)c2ccc3oc(=O)c4[nH]c(=O)c(=O)n(C)c4c3c2)cc1 | 9% | 0% | i | 6 | 23% | -5% | 2% | 1 | 8%
CCn1ncc(Cl)c1C(=O)Nc1cc([N+](=O)[O-])ccc1OC | -3% | 0% | i | 1 | 21% | 23% | 7% | 3 | 7%
CCOc1ccc(-c2cc3nc(C4CCN(C(=O)OC(C)(C)C)CC4)c(C(=O)Nc4cccc(CC)c4)cn3n2)cc1 | 20% | · | -23% | · | 11% | -15% | · | 18 | 2%
COc1ccccc1N1CCN(C(CNS(=O)(=O)c2cc(F)ccc2F)c2cccnc2)CC1 (stereo not drawn) | 20% | 6% | -27% | -1 | -19% | -2% | 10% | -14 | -13%
O=C(COC(=O)CCCOc1ccc(Cl)cc1Cl)NCc1ccccc1 | ? | 5% | i | -14 | 1% | 15% | 2% | -19 | 14%
CCN(CC)C(=O)C(c1ccccc1)S(=O)(=O)N1CCOCC1 (stereo not drawn) | 6% | -1% | -12% | 16 | -2% | -54% | -5% | 3 | -14%
Cc1cccc(NC(=O)CSc2nnnn2-c2ccc3c(c2)OCCO3)n1 | -14% | 7% | i | 2 | ? | -6% | 11% | 2 | -10%
CCOC(=O)/C=C1\Nc2ccccc2SC1=O | 15% | 2% | i | 9 | 15% | 4% | 0% | 3 | -12%

Entries listed so far with a tert-butyl group, in the order listed:
SMILES | TDP-43 yeast inh | aSyn rescue | PTHR1 ag | DRD3 antagonist | KB-V1 MDR tox | GLP1R inv ag | GLP1R ag | DRD3 agonist | HEK293 tox
CCn1c(SCC(=O)N/N=C/c2ccccc2OCC(=O)O)nnc1-c1ccc(C(C)(C)C)cc1 | 0% | 3% | i | 1 | 13% | -18% | 3% | 7 | -7%
CCOc1ccc(-c2cc3nc(C4CCN(C(=O)OC(C)(C)C)CC4)c(C(=O)Nc4cccc(CC)c4)cn3n2)cc1 | 20% | · | -23% | · | 11% | -15% | · | 18 | 2%
